Screens from PubChem.
NPSR antagonist = qHTS Assay for Antagonists of the Neuropeptide S Receptor: cAMP Signal Transduction | 220,000 compounds, 1% hits | AID 1461, 2008 | Potency, µM (top dose mostly 38.3 µM), for the others: top-dose activity change, negative = inhibition, most hits filed as inhibitors | CHO-NPSR cells, cAMP TR-FRET, antagonist mode; note: % is set by controls: 0 for no effect and ±100 for the full control effect; nearly all actives have a fitted effect of over 50% in size; many of its hits are not listed in these tables
aGal spleen mod = qHTS Assay for Inhibitors and Activators of Human alpha-Galactosidase From Spleen Homogenate; Alpha-galactosidase A (Homo sapiens), P06280; human spleen homogenate, 4MU-alpha-Gal fluorescence, 40 min; Potency, µM (titrated, usually from 80 µM), without a hit: at the top dose activity change, negative = inhibition, actives largely listed as inhibitors; 240,000 compounds, 0.008% hits; AID 2107, 2009;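 note: 0% = enzyme with vehicle and -100% = no enzyme basal signal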
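Human spleen homogenate (1 ug) as enzyme source, 4-methylumbelliferyl-alpha-D-galactopyranoside 1 mM final, citrate/phosphate pH 5.0 with 0.01% Tween-20. Compounds 40 min at 37C, NaOH/glycine stop; fluorescence Ex 365/Em 440, Hill-fit AC50.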
Epigenetic derep = Quantitative High-Throughput Screen for Regulators of Epigenetic Control; murine LDR cells, GFP reporter derepression, 30 h; AID 1865, 2009; 280,000 compounds, 0.2% hits; Potency, µM (top dose mostly 53.9 µM), inactives show at the highest dose GFP activation, usual class: activators; note: % of control where 0% means no effect; nearly all actives have a fitted effect of over 60% in size
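Murine LDR cells bearing a silenced CMV-driven GFP reporter were exposed to compound for 30 h at 37 C. After PBS washes, GFP-positive cells (20-120 um objects) counted by laser-scanning microplate cytometry.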
GAA inhib = qHTS Assay for Inhibitors of Human alpha-Glucosidase as a Potential Chaperone Treatment of Pompe Disease; AID 1466, 2008; 200,000 compounds, 0.005% hits; purified human GAA, 4-MU-alpha-glucoside fluorescence; Potency, µM (highest dose often 76.9 µM), without a hit: top-dose activity change, negative = inhibition, usual class: inhibitors;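 note: plate controls were uninhibited enzyme wells for no effect and no-enzyme background for full effect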
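Compounds are titrated up to 77 uM against 4 nM human enzyme. Substrate 4-methylumbelliferyl-alpha-D-pyranoside (400 uM) reacts 20 min at room temperature in pH 5.0 buffer; liberated 4-methylumbelliferone is read at 440 nm.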
Tau fluor cs = Counterscreen qHTS for Inhibitors of Tau Fibril Formation, Fluorescence Polarization | tau K18 P301L Alexa594 fluorescence, heparin fibrillization | Potency, µM (series often up to 57.7 µM), inactives show at the highest dose activity change, negative = decrease | 280,000 compounds, 0.93% hits | AID 1463, 2008; note: % is set by controls: 0 for no effect and ±100 for the full control effect; nearly all actives have a fitted effect of over 55% in size
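Human tau K18 P301L (15 uM unlabeled, 0.24 uM Alexa 594-labeled) in 100 mM sodium acetate pH 7 with 20 uM heparin, 6 hr at 37 C. ThT 30 uM added, 1 hr ambient; Alexa 594 FP and total fluorescence read at 555/632 nm.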
ALDH1A1 block = qHTS Assay for Inhibitors of Aldehyde Dehydrogenase 1 (ALDH1A1). Aldehyde dehydrogenase 1A1 (Homo sapiens), P00352. Purified ALDH1A1, NADH fluorescence, propionaldehyde substrate. Potency, µM (top dose mostly 75.3 µM), for the others: top-dose activity, negative = inhibition, most hits filed as inhibitors. 220,000 compounds, 7.3% hits. AID 1030, 2008; active = well fitted inhibition curve with a large enough effect, not every such curve was filed as active; inconclusive = small, poorly fitted or top-dose-only effect, or another doubt; inactive = no such curve, though single readings can be large or run the other way;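 note: plate controls were no enzyme wells and a reference inhibitor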
Target sequence (P00352 whole entry, looked up): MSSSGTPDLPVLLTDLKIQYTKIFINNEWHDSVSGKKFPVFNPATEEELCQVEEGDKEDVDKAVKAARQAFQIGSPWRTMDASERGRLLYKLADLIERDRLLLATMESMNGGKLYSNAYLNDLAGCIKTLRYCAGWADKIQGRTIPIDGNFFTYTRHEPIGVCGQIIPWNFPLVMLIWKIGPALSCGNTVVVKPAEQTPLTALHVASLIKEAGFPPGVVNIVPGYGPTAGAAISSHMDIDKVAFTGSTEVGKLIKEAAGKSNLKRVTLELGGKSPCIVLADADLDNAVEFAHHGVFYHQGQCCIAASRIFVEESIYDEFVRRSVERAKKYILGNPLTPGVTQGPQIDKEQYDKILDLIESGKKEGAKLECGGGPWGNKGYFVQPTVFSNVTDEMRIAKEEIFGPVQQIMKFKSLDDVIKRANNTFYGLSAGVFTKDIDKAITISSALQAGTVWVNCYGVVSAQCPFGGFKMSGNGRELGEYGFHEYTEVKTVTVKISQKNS
GAA spleen mod = qHTS Assay for Inhibitors and Activators of Human alpha-Glucosidase From Spleen Homogenate; 240,000 compounds, 0.006% hits; human spleen homogenate, 4-MU-alpha-glucoside fluorescence; AID 2112, 2009; Lysosomal alpha-glucosidase (Homo sapiens), P10253; Potency, µM (top dose mostly 79.9 µM), for inactives: at the highest dose activity change, negative = inhibition, usual class: inhibitors;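 note: 0% = enzyme with vehicle and -100% = no enzyme basal signal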
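AC50 values come from Hill-equation fits of concentration-response data, normalized to no-enzyme and full-activity controls. Enzyme source: 1 ug human spleen homogenate; 1 mM fluorogenic 4-MU glucoside, pH 5.0 citrate buffer, 37 C, 40 min.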
GAA glycogen mod = qHTS Assay for Inhibitors and Activators of Human alpha-Glucosidase Cleavage of Glycogen. Lysosomal alpha-glucosidase (Homo sapiens), P10253. recombinant GAA, glycogen substrate, Amplex Red glucose oxidase fluorescence. Potency, µM (titrated, usually from 76.4 µM), inactives show top-dose activity change, negative = inhibition, actives largely listed as inhibitors. 300,000 compounds, 0.38% hits. AID 2100, 2009;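 note: 0% = full enzyme reaction and -100% = no-enzyme basal signal; the screen sought inhibitors and activators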
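Recombinant enzyme (4 nM final) with compounds titrated up to 77 uM and bovine liver glycogen (30 ug) in citrate pH 5.0, 0.01% Tween-20, 37 C 40 min. Released glucose detected by Amplex Red/glucose oxidase (Ex 573/Em 610); AC50 from Hill fits.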
The depositor's hits bear a star; u = inconclusive; x = not tested or not shown; & = joins results of further samples; [ ] = remark or other dose. Unless noted, calls come from the whole dose curve; as a rule, active = well fitted curve in the direction sought with a large enough effect; inconclusive = small, poorly fitted or top-dose-only effect, or another doubt; inactive = no such curve, though single readings can be large; an effect the other way counts as inactive or inconclusive. Potency is the fitted concentration of half-maximal effect. The list is partial. The share of hits here may be higher or lower than overall.

SMILES	NPSR antagonist	aGal spleen mod	Epigenetic derep	GAA inhib	Tau fluor cs	ALDH1A1 block	GAA spleen mod	GAA glycogen mod
Nc1ccc2nc(-c3cc(Cl)c(N)c(Cl)c3)[nH]c2c1	-33%[46.1 µM]	-3%	-1.2%	4%	u	u	-1%	12µM*
CSc1nc(-c2ccc(Cl)cc2)c(C#N)c(=O)n1C	-17%	1%	-1.1%	10%	7%	u	-6%	6%
CCOC(=O)C1=CC(OC(CC)CC)C(NC(C)=O)C(N)C1 (stereo unspecified)	x	-2%	-1.3%	x	-6%	7%	4%	x
CC1CCN(S(=O)(=O)c2ccc3ncn(CC(=O)N4CCN(C)CC4)c(=O)c3c2)CC1	11%	7%	-0.9%	1%	-6%	1%	3%	3%
COc1cccc(-c2csc(N3CCN(S(=O)(=O)c4ccc(F)cc4)CC3)n2)c1	4%[7.67 µM]	11%	0.3%	-8%	u	-17%	-6%	-4%
O=C(C1CCCCC1)N1CCN=C1SCc1cccnc1	-4%[46.1 µM]	-2%	-1.4%	1%	-8%	u	5%	-14%
CCCCNC(=O)N(C)c1nncnc1C(=O)NC	9%[46.1 µM]	2%	-1.0%	9%	8%	2%	-3%	-1%
Cc1ccccc1NC(=O)C(=O)N/N=C/c1cccc(Br)c1	-6%	-11%	-0.9%	0%	5%	17%	-10%	-1%
O=Nc1ccc(NOC(=O)c2ccccc2Br)cc1	-17%	-2%	4.3%	u	-27%	13µM*	-6%	-1%
COc1ccc(CCNC(=O)Cc2cc(OCc3ccccc3)c(OC)cc2[N+](=O)[O-])cc1OC	-7%[46.1 µM]	0%	-2.3%	7%	-13%	u	-9%	-3%
O=C(O)C1CC(O)CN1C(=O)c1ccco1 (stereo unspecified)	5%[46.1 µM]	-2%	1.5%	-8%	-13%	14%	-6%	3%
CCOc1ccc(N2C(=O)CSC23CCCCC3)cc1	-5%[46.1 µM]	11%	-7.1%	-15%	11%	u	-8%	-14%
CC(=O)OCC1OC(C#Cc2ccc(Cl)cc2)C=CC1OC(C)=O (stereo unspecified)	x	-9%&0%[17.5 µM]	0.0%&0.0%[10.1 µM]	x	-15%&-10%[11.6 µM]	-1%&-12%[13.5 µM]	7%&-6%[17.4 µM]	x
COc1ccc(C(=O)Nc2nccs2)cc1[N+](=O)[O-]	6%	2%	-1.1%	9%	0%	1%	-9%	-3%
CCOc1cc(N2CCOCC2)c(OCC)cc1NC(=O)C(C)(C)C	-1%	-13%	-0.1%	u	-9%	15%	-21%	8%

Single records (already shown). Order of values: NPSR antagonist	aGal spleen mod	Epigenetic derep	GAA inhib	Tau fluor cs	ALDH1A1 block	GAA spleen mod	GAA glycogen mod
Results for COc1ccc(CCNC(=O)Cc2cc(OCc3ccccc3)c(OC)cc2[N+](=O)[O-])cc1OC : -7%[46.1 µM]	0%	-2.3%	7%	-13%	u	-9%	-3%
Results for CC(=O)OCC1OC(C#Cc2ccc(Cl)cc2)C=CC1OC(C)=O (stereo unspecified) : x	-9%&0%[17.5 µM]	0.0%&0.0%[10.1 µM]	x	-15%&-10%[11.6 µM]	-1%&-12%[13.5 µM]	7%&-6%[17.4 µM]	x

More entries
SMILES	NPSR antagonist	aGal spleen mod	Epigenetic derep	GAA inhib	Tau fluor cs	ALDH1A1 block	GAA spleen mod	GAA glycogen mod
C=CCNC(=O)Nc1ccc(Cl)cn1	8%	-4%	0.2%	-1%	-17%	8%	2%	10%
CCOc1cc(CNn2cn[nH]c2=S)cc(Cl)c1OCc1ccccc1F	-24%	4%	0.0%	-4%	-26%	4%	-5%	-1%
Cc1ccc(N2C(=O)CC(N3CCSCC3)C2=O)c(C)c1 (stereo unspecified)	11%	6%	-0.5%	x	4%	x	2%	-4%
N#C/C(=C\c1cccn1-c1ccccc1)C(=O)NC1CCCCC1	u	0%	5.3%	u	-18%	7.1µM*	-4%	-4%
CCCC(=O)Nc1ccc(C=C(C(C)=O)C(C)=O)cc1	59%	-2%	u	x	-6%	x	-1%	8%
O=C(Cn1cnc2ccccc21)Nc1cc(C(F)(F)F)ccc1N1CCOCC1	-18%[46.1 µM]	-9%	-0.5%	u	-2%	-3%	-8%	5%
CCCCCCCc1nc2nc(C)c(Br)c(=O)n2[nH]1	-23%	-3%	6.9%	x	-10%	x	0%	1%
Cc1ccccc1Nc1nnc(SCC2CCCCO2)s1 (stereo unspecified)	1%	-1%	1.3%	-1%	-2%	0%	-5%	8%
Cn1cnc(NCc2ccccc2)c1[N+](=O)[O-]	5%	2%	-1.0%	x	-6%	x	-2%	0%
Cc1nc2c(nnn2Cc2ccccc2)c(=O)[nH]1	27%	5%	1.0%	4%	-5%	-1%	3%	4%
Cc1ccc(Nc2ncc3c(n2)CC(C)CC3=O)c(C)c1 (stereo unspecified)	-28%	-2%	2.5%	x	-7%	x	-2%	8%
Cc1c(C(=O)N2CC(C)OC(C)C2)sc2nc(-c3ccccc3)cn12 (stereo unspecified)	-5%[46.1 µM]	-9%	-0.1%	-3%	-4%	-6%	-9%	-4%
COc1ccc(NS(=O)(=O)c2cccc(C(=O)N/N=C/c3ccc4c(c3)OCCO4)c2)cc1	3%	2%	2.4%	12%	11%	-6%	5%	-22%
CCOC(=O)c1c(CSc2ccccc2)n(C)c2cc(Br)c(O)c(CN(C)C)c12	32%[7.67 µM]	7%	-0.3%	x	-23%	x	3%	u
O=S(=O)(c1cccc2cccnc12)N1CCN(c2ccccn2)CC1	3%	-1%	4.4%	3%	-1%	u	2%	16%
CCc1nnc(NC(=O)c2ccc(S(=O)(=O)N3CCN(Cc4ccccc4)CC3)cc2)s1	1%[46.1 µM]	2%	-3.3%	-13%	-6%	-6%	-1%	-2%

3 records drawn at random from those above, as already listed:
SMILES	NPSR antagonist	aGal spleen mod	Epigenetic derep	GAA inhib	Tau fluor cs	ALDH1A1 block	GAA spleen mod	GAA glycogen mod
CCOc1cc(CNn2cn[nH]c2=S)cc(Cl)c1OCc1ccccc1F	-24%	4%	0.0%	-4%	-26%	4%	-5%	-1%
Cc1nc2c(nnn2Cc2ccccc2)c(=O)[nH]1	27%	5%	1.0%	4%	-5%	-1%	3%	4%
CCc1nnc(NC(=O)c2ccc(S(=O)(=O)N3CCN(Cc4ccccc4)CC3)cc2)s1	1%[46.1 µM]	2%	-3.3%	-13%	-6%	-6%	-1%	-2%
